Source: PubChem
Pf apPOL inh: Pf-apPOL inhibitors, biochemical, fluorescence. Plasmodium falciparum apicoplast DNA polymerase (apPOL). Recombinant Pf-apPOL, molecular beacon fluorescence, 1.5 h. actives 0.25% (n = 210,000). inhibition, % at 10 µM. AID 1794808, 2022
mHTT-CaM PPI inh: mutant huntingtin-calmodulin interaction inhibitors – biochemical, AlphaScreen, primary screen. AlphaScreen His-mHTT/GST-CaM binding, luminescence. inhibition, % at 15 µM. P42858. actives 3.6% (n = 190,000);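 also: 0% = both proteins with DMSO and 100% = one protein alone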
Target sequence (P42858 whole entry, looked up, stated change not applied): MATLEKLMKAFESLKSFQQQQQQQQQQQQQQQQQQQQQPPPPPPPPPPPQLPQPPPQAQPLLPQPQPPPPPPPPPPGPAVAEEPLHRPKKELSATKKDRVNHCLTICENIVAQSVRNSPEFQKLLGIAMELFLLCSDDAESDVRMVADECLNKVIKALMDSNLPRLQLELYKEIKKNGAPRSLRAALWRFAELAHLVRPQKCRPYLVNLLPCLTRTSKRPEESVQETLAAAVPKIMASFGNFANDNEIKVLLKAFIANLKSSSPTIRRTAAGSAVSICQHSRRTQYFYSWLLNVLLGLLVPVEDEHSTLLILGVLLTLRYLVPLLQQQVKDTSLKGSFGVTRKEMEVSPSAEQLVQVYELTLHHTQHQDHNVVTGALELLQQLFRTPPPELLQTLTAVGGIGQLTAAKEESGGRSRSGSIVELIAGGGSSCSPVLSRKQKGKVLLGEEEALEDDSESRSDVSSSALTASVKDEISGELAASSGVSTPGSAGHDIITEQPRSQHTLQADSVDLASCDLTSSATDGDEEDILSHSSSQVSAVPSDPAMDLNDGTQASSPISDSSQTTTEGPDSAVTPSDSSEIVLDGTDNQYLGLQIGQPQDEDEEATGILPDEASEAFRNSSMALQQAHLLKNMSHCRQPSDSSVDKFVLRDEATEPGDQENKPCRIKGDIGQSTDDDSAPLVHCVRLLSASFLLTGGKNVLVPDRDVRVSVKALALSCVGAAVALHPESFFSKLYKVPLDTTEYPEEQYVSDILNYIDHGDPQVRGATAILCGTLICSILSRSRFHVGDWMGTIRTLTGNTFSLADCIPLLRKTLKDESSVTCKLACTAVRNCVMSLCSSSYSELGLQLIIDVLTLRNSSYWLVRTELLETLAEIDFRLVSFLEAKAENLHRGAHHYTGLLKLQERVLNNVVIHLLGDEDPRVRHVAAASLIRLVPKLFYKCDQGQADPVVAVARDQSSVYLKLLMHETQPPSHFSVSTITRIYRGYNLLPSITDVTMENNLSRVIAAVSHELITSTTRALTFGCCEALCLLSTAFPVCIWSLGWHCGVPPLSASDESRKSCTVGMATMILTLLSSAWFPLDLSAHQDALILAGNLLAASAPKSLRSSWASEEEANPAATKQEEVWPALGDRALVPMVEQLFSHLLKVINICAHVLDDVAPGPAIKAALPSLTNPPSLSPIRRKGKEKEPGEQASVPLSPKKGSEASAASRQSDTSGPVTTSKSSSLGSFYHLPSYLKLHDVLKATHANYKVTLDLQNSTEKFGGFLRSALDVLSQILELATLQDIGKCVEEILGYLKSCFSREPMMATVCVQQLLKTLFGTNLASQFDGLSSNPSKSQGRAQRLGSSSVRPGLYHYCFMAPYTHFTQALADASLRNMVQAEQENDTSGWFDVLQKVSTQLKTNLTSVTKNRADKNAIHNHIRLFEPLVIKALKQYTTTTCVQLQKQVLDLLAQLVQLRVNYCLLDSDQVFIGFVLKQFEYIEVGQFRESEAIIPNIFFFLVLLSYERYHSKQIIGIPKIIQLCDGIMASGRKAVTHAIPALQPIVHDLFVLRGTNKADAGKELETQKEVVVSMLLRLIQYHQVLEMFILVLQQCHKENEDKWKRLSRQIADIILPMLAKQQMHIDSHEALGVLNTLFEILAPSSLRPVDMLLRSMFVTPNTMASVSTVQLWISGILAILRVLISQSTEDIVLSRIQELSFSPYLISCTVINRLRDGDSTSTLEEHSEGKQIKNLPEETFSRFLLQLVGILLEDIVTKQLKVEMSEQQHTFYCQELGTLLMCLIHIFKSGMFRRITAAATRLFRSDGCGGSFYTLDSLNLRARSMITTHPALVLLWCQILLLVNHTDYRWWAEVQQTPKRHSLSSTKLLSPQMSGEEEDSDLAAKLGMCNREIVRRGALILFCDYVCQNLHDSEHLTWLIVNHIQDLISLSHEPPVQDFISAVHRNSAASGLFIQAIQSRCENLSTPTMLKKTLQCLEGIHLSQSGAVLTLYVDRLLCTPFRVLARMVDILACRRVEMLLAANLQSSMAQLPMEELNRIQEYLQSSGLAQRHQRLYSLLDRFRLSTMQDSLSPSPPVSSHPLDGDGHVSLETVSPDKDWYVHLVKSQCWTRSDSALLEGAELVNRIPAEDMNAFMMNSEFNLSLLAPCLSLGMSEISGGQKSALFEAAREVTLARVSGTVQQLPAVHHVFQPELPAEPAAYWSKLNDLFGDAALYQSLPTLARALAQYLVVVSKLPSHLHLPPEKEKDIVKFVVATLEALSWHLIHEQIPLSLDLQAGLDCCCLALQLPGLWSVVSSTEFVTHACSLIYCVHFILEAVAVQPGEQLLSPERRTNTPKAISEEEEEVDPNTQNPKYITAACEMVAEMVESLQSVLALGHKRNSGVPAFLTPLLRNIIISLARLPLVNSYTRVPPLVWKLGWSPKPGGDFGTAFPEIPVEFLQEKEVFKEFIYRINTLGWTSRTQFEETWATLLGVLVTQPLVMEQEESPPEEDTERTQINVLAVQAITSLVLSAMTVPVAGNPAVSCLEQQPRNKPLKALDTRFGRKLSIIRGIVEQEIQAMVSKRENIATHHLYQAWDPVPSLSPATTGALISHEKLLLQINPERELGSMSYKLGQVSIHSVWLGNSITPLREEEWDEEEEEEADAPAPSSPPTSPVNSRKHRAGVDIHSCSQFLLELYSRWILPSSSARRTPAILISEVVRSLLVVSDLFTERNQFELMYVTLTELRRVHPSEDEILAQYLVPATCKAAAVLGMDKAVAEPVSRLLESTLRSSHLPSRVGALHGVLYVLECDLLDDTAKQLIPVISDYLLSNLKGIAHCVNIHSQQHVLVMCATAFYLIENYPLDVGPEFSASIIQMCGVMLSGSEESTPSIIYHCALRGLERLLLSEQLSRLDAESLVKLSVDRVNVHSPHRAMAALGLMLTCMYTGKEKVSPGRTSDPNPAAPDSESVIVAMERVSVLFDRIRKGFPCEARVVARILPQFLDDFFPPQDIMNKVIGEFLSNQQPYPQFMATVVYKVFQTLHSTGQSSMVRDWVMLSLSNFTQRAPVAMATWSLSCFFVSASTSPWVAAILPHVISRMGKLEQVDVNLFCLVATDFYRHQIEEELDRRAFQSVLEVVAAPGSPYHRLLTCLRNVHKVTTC
* = called active by the depositor; i = inactive; nt = no result given; & = joins results of further samples. Rule as the data show it: active = inhibition above about 50%; inactive = the rest.

SMILES | Pf apPOL inh | mHTT-CaM PPI inh
CCc1cccc(CC)c1NC(=S)N1CC2CC(C1)c1cccc(=O)n1C2 (centres undefined) | -3.3 | -8.0
O=[N+]([O-])c1ccc(CNCCc2cccc(F)c2)cc1 | -1.9 | -5.1
CCn1cc(C(=O)NCc2ccc(C)o2)c2cccnc21 | -21.5 | -3.3
COC(=O)[C@@H](N)CCCN=C(N)N[N+](=O)[O-] | -1.0 | nt
O=c1oc2ccccc2c(O)c1C(c1ccccc1O)c1c(O)c2ccccc2oc1=O | 2.6 | nt
CCC(=O)N1N=C2C3CCN(CC3)C2C1c1ccc(OC)c(OC)c1 (centres undefined) | -6.2 | -8.7
CCN1CC2(C)CCC(OC)C34C2C(O)C2(OCOC25CC(OC)C2CC3(O)C5C2OC)C14 (centres undefined) | -12.4 | nt
CN1CCCN(Cc2c[nH]c3ccccc23)CC1 | -4.0 | -3.8
c1ccc2c(c1)ccc1cccnc12 | nt | -10.4
OCCN(CCc1ccccc1)Cc1ccccc1 | -6.3 | -13.5
CN1C2CCC1CC(NCCc1ccccc1)C2 (centres undefined) | -2.4 | -1.6
Cc1cc(OC(=O)N(C)C)cc2c1C(=O)C(=Cc1cccnc1)O2 | -0.1 | 11.1
CCOc1ccccc1N1CCN(Cc2cccc(OC)c2)CC1 | -5.2 | -2.2
O=[N+]([O-])c1ccc(N2CCNCC2)cc1NCCO | -1.9 | -0.1
Cc1ccc(NC(=O)c2cc([N+](=O)[O-])ccc2N2CCNCC2)cc1 | 0.7 | 0.3
CCc1c(C(=O)O)nnn1Cc1ccccc1C | -0.7 | -5.5
O=[N+]([O-])c1ccc(N2CCNCC2)cc1NCCc1ccccc1 | -3.1 | 91.3*
Cc1cccc(N=Cc2c(C)nn(-c3ccccc3)c2[Se])c1 | 0.7 | 12.0
C1CCC(N2CCN(C3CC4CCC3C4)CC2)C1 (centres undefined) | 0.0 | -2.6
O=C1C2CCCCC2C2NC3NONC3NNC12 (centres undefined) | nt | 13.6
NC(CP(=O)(O)O)C(=O)O (centres undefined) | 28.7 | nt
CCN1CCN(CC2=CCC3CC2C3(C)C)CC1 (centres undefined) | 2.3 | -3.7
CC1=C(C(=O)Nc2ccccc2)SCCO1 | -8.7&0.2 | -3.2
CN1CCc2nc(N)c(C#N)c(-c3cccs3)c2C1 | -3.0 | -5.0
O=C1c2ccccc2C(=O)c2ccccc21 | 3.1 | nt
COc1ccc(CC(N)c2ccc(OC)c(OC)c2)cc1OC (centres undefined) | 0.3 | 5.7
C[S+](C)c1c(O)n(-c2ccccc2F)c(=O)[nH]c1=O | -2.6 | 1.0
O=C(Nc1[nH]ncc1Br)C(Cl)Cl | -9.8 | nt
CCc1noc(C2(NC(=O)c3nn(C)c4ccccc34)CCCCC2)n1 | -0.3 | 7.5
O=C(Nc1ccc(OC(=O)N2CCCCC2)cc1)N1CCOCC1 | -0.3&-1.9 | -1.2&-0.7
CC1Oc2ccccc2C=C1C=C1Oc2cc(OC(=O)N(C)C)ccc2C1=O (centres undefined) | -20.7 | -3.9
Cc1ccc(N2C(=O)CC(=O)NC2=O)cc1C | -0.4 | -10.3
COc1cccc(C=C2Oc3cc(OC(=O)N(C)C)ccc3C2=O)c1 | -0.5 | 10.6
CCC12C=CCN3CCC4(C(=C(C(=O)OC)C1)Nc1ccccc14)C32 (centres undefined) | 0.9 | nt
Cc1c(C(=O)O)nnn1Cc1ccccc1F | 0.0 | -7.6
C1CCC(NCC2COC3(CCCCC3)O2)CC1 (centres undefined) | 7.0 | -1.0
COc1cc(C=C2Oc3c(ccc(OC(=O)N(C)C)c3C)C2=O)cc(OC)c1OC | -2.3 | 8.6
CCOc1ccccc1NC(=O)c1cn(C)c2ncccc12 | 1.8 | -5.2
CC12CCC3(C)OCC(CO)(CO1)N23 (centres undefined) | 3.1 | -2.3
Clc1ccc(C2CC(c3cccnc3)Nc3nnnn32)cc1 (centres undefined) | -5.0 | 5.1
CC1CN(c2ccccc2[N+](=O)[O-])CC(C)N1 (centres undefined) | -3.1 | -4.6
Clc1cccc(N2CCN(Cc3ccc4c(c3)OCO4)CC2)c1 | 2.4 | 11.5
O=C(NC(O)C(Cl)(Cl)Cl)c1ccc(Cl)cc1 (centres undefined) | -2.0 | -6.0
Cc1ncc([N+](=O)[O-])n1CCOC(NC(=O)c1ccco1)C(Cl)(Cl)Cl (centres undefined) | -3.1 | 0.0
Cc1cccc(N2C=C(C#N)S(=O)(=O)c3cc(F)ccc32)c1 | -3.4 | -1.1
O=C(O)CC[N+](=O)[O-] | 1.5 | nt
COc1cc2[nH]c(=O)n(-c3ccccc3F)c(=O)c2cc1OC | -5.5 | -2.8
Cc1[nH]c2ccc(C(=O)O)cc2c1CCN | -1.5 | -1.3
COc1ccc(NC(=O)CN2C(=O)C(C)N=C(c3ccccc3)c3ccccc32)cc1OC (centres undefined) | -14.4 | 14.0
COc1cc(OC)c(OC)cc1C=C1Oc2cc(OC(=O)N(C)C)ccc2C1=O | -7.2 | -11.0
CC(Cc1ccccc1)NC(=O)Cc1ccc(N)cc1 (centres undefined) | -6.4 | -4.2
C[n+]1noc(N=C([O-])C(F)(F)F)c1-c1ccccc1 | nt | -8.9
COCCN1CCC(N2CCCN(C(=O)Cc3ccc(OC)cc3)CC2)C1=O (centres undefined) | 4.0 | 4.8
CN(CCc1ccccc1)Cc1ccccc1[N+](=O)[O-] | 4.1 | -2.4
N#CC(C#N)=Cc1ccc(Cl)s1 | -6.0 | nt
CCn1cc(C=C2C(=O)N(C)C(=O)N(C)C2=O)c2ccccc21 | -4.9 | 4.0
Fc1cccc(C2NCc3ccccc3-n3cccc32)c1 (centres undefined) | nt | 9.4
Cc1ccc(S(=O)(=O)N2CCN(/C(N)=N/[N+](=O)[O-])CC2)cc1[N+](=O)[O-] | -0.9 | i
COc1cc(CN2CC3CC(C2)c2cccc(=O)n2C3)cc(Br)c1O (centres undefined) | 15.5 | 8.8
CC(Cc1ccccc1)[n+]1cc(NC([O-])=NCC(=O)O)on1 (centres undefined) | -5.7 | -8.0

(list continues)
SMILES | Pf apPOL inh | mHTT-CaM PPI inh
CC(C)N(CC#CCNC(=O)C(C)(C)C)C(C)C | 0.5 | -13.0
CC(C)N(CC#CCO)Cc1ccccc1 | 3.2 | -4.3
Oc1cccc(CN2CCN(c3ccc(F)cc3)CC2)c1 | -7.5 | 0.1
Cc1ccc(CN2CCN(C)CC2)o1 | -1.1 | 2.8
CC1CN(c2ccc(C(F)(F)F)cc2[N+](=O)[O-])CC(C)N1 (centres undefined) | 2.1 | -3.0
COc1cc(CNCCc2c[nH]c3ccccc23)c([N+](=O)[O-])cc1OC | -1.3 | 14.5
COc1cccc(CN2CCN(CCO)CC2)c1OC | -1.2 | -2.3
c1ccc2c(CN3CCCCCCC3)c[nH]c2c1 | -6.4 | 10.5
C/C=C(\C)CN(C)CCc1ccccn1 | -6.3 | -3.3
Cc1cccc(N2C(=O)NC(=O)/C(=C\c3cc4c(cc3[N+](=O)[O-])OCO4)C2=O)c1 | -6.4 | 8.0
OCCCCNC1CCCCC1 | nt | -8.9
CCOC(=O)CC[C@@H]1CC[C@]2(CCCN(Cc3cccnc3)C2)O1 | -17.1 | -3.2
O=C(O)C1CSC(c2cccnc2)N1 (centres undefined) | -5.0 | nt
Cc1cccc(N2CCN(Cc3ccccc3[N+](=O)[O-])CC2)c1C | 40.3 | 15.8
NCC#CCN1CCc2ccccc2C1 | 5.0 | -21.0
O=[N+]([O-])/C(C(Cl)=C(Cl)Cl)=C1/NCCN1Cc1cnc(Cl)s1 | 4.4 | 3.0
CC(=O)OCC12CC(OC(=O)CC(C)C)C(C)=CC1OC1C(O)C(OC(C)=O)C2(C)C12CO2 (centres undefined) | -1.0 | nt
Cc1cc(/C=C2\C(=O)NC(=O)N(c3ccc(F)cc3)C2=O)c(C)n1-c1ccc(C(=O)O)cc1 | 1.1 | 16.0
Cc1ccc(N2C(=O)CC(=O)NC2=O)cc1 | -17.5 | -3.0
Cc1cccc(N2CCN(Cc3ccccc3)CC2)c1C | -6.1 | -14.7
COc1cc(C2C(C#N)=C(N)Oc3c2c(=O)oc2ccccc32)ccc1O (centres undefined) | -4.1 | 1.2
NC(=O)CN1CCCC1=O | 1.5 | nt
CN(C)C(=O)Oc1ccc2c(c1)OC(=Cc1ccccc1Br)C2=O | -6.8 | 0.9
O=C1NC(=O)C(=Cc2ccncc2)C(=O)N1 | -8.1 | nt
Cc1nccc2c1[nH]c1ccccc12 | 10.9&-13.3 | nt
C[N+]1(C)C2CC(OC(=O)[C@H](CO)c3ccccc3)CC1C1OC12 (some centres undefined) | -0.4&-0.4 | nt
Cc1ccccc1Cc1c(C)nc2nc(SCC(=O)N3CCC4(CC3)OCCO4)nn2c1C | -8.8 | 19.0
C/C=C(/C)C(=O)O[C@H]1C(C)=C2[C@H]([C@@H]1OC(=O)CCCCCCC)[C@@](C)(OC(C)=O)C[C@H](OC(=O)CCC)[C@@]1(O)[C@H]2OC(=O)[C@@]1(C)O | 2.1 | nt
O=C(O)[C@@H]1CCN1 | -2.6 | nt
CC(Cc1ccc(OCC(=O)O)cc1)NCC(O)c1cccc(Cl)c1 (centres undefined) | 2.0 | nt
CC(C)C[C@@H]1COc2cccc(N3CCN(C)CC3)c2S(=O)(=O)N1 | -1.5 | -3.4
CC(Cc1ccccc1)NC(=O)Cc1ccc(N(C)C)cc1 (centres undefined) | -1.3 | 7.8
Cc1c(C(=O)O)nnn1Cc1cccc(C(F)(F)F)c1 | -2.7 | -11.4
Clc1ccc(C(Cn2ccnc2)OCc2csc3c(Cl)cccc23)c(Cl)c1 (centres undefined) | 4.3 | nt
COc1ccc(CN(C)CCc2ccccc2)c(C)c1C | 27.8 | -22.3
COc1ccc(C2C3C(=NN2C(C)=O)C2CCN3CC2)cc1 (centres undefined) | -2.0 | -0.2
C[N+]1(C)CCC(OC(=O)C(c2ccccc2)c2ccccc2)CC1 | -2.8&-5.1 | nt
OC1(C(O)(C#CCN2CCCCC2)c2ccccc2)CCCC1 (centres undefined) | -2.8 | -4.5
Nc1cc(C(=O)Nc2ccccc2F)ccc1N1CC2CC(C1)c1cccc(=O)n1C2 (centres undefined) | -9.3 | 0.0
Fc1ccc(C2NCCc3[nH]cnc32)c(F)c1 (centres undefined) | -3.2 | 5.7
COc1ccc(CC(=O)N2CCC3(C2)C(=O)N(C)c2ccc(OC)cc23)c(Cl)c1 (centres undefined) | 1.5 | 14.3
Cc1ccc(C)c(N2CCN(Cc3ccccc3O)CC2)c1 | -1.5 | -33.6
CC12CCC3C(CC=C4CC(O)CCC43C)C1CC(=Cc1ccccc1F)C2=O (centres undefined) | -1.8 | -4.0
CSc1nc2ccccc2c(=O)n1-c1cccc(C)c1 | 18.0 | -18.9
Cn1c(CCCC(=O)O)nc2cc(N(CCCl)CCCl)ccc21 | 2.9 | nt
CCOc1ccccc1N1CCN(Cc2ccc(Cl)cc2)CC1 | -4.1 | -4.6
O=c1cccc2n1CC1CC2CN(C(=S)NC2CCCCC2)C1 (centres undefined) | -2.8 | -3.0
CC(=Cc1ccccc1)[N+](=O)[O-] | -5.4&-9.7 | nt
CC(=O)Nc1cccc(OC(NC(=O)Cc2ccccc2)C(Cl)(Cl)Cl)c1 (centres undefined) | 1.3 | 15.0
COc1ccc(CN2CCN(CCO)CC2)c(OC)c1C | 3.4 | -2.1
CCC(C)C1C(C#N)=C(N)Oc2c1c(=O)oc1ccccc21 (centres undefined) | 1.0 | -2.7
COCc1cc(OC(=O)N(C)C)nc(-c2ccncc2)n1 | -13.1 | nt
O=[N+]([O-])c1ccc(CNCCc2ccc3c(c2)OCO3)cc1 | 4.5 | 11.4
Cc1ccc(C)c(NC2=NCCCS2)c1 | -1.9 | -2.3
COc1ccccc1-c1nnc(-c2ccc(S(=O)(=O)F)cc2)o1 | -0.4 | 5.0
COc1ccccc1CN1CCN(C)CC1 | -2.7 | -1.4
COc1cc(CN2CCN(Cc3ccccc3)CC2)cc(I)c1O | 0.7 | 7.5
Cc1ccccc1CN1CCN(c2ccccc2C)CC1 | 0.7 | -39.9
Cc1coc2c1CCC(C)C2 (centres undefined) | nt | 24.3
CSc1ccc(CN2CCN(c3cc(C)ccc3C)CC2)cc1 | 1.0 | 28.6

Next records follow:
SMILES | Pf apPOL inh | mHTT-CaM PPI inh
COc1ccc(OCC(=O)N2CCN(Cc3ccc4c(c3)OCO4)CC2)cc1 | -10.4 | 4.6
COC(=O)c1ccc(CCl)s1 | nt | 100.0*
COc1ccccc1CNCCc1ccccc1 | -4.9 | -5.4
Cc1ccc[n+]([C-]([N+](=O)[O-])[N+](=O)[O-])c1 | nt | -6.8
COc1ccc(N=Cc2cc3c(cc2O)OC(N)=C(C#N)C3c2ccco2)cc1 (centres undefined) | -3.3 | 71.0*
Cc1ccc(C(=O)C(C)(C)NO)cc1 | -2.3 | 9.3
COc1ccc(CCN(C)Cc2ccc([N+](=O)[O-])cc2)cc1OC | 6.4 | 9.6
COc1ccc(NC(=O)C(Cl)(Cl)Cl)cc1 | -5.0 | -5.2
O=S1(=O)CCC(OC(O)C(Cl)(Cl)Cl)C1 (centres undefined) | -136.7 | -2.0
Nc1cc(C2CCNCC2)no1 | -1.3 | -5.4
O=C(c1ccc2c(c1)ncn2C1CCCCC1)N1CCC2(CC1)OCCO2 | -18.4 | 4.0
CN(C)NC(=O)CCC(=O)O | -6.7 | nt
N#CCCn1cc(C=O)c(-c2ccc(F)cc2)n1 | -2.3 | -3.5

Some of the compounds tested; the hit share may differ from the screen's.
